Screening data from PubChem BioAssay.
PAFAH1B3 FP inh = PAFAH1B3 enzyme inhibitors, primary screen, biochemical, fluorescence polarization, human | Platelet-activating factor acetylhydrolase IB subunit alpha1 (Homo sapiens), Q15102 | recombinant PAFAH1B3, FP-rhodamine probe | inhibition, % at 3.39 µM | 0.28% of 340,000 active | AID 492972, 2010;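 active = inhibition above the screen-wide average of all tested compounds plus 3 SD, cut at about 25% in these data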;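 also: 0% = enzyme with DMSO only and 100% = wells lacking PAFAH1B3 protein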
Target sequence (Q15102 whole entry, looked up): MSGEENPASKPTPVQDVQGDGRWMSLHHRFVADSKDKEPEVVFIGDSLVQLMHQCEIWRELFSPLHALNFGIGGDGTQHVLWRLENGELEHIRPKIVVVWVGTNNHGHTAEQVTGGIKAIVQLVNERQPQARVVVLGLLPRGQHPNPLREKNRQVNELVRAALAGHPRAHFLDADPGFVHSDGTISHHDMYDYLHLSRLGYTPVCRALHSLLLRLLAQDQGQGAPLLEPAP
GSTO1 counter = inhibitors of recombinant GSTO1, primary screen, counter-screen for RBBP9 inhibitor project, biochemical, fluorescence polarization. activity-based probe fluorescence polarization. AID 1974, 2009. Glutathione S-transferase omega-1 (Homo sapiens), P78417. 1.1% of 300,000 active. inhibition, % at 5.96 µM;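 active = inhibition above the campaign mean inhibition plus 3 SD, cut at about 35% in these data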;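 also: 0% = GSTO1-1 with DMSO and 100% = wells lacking GSTO1-1 enzyme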
PAD4 FP inh = human PAD4 inhibitors, primary screen, biochemical, fluorescence polarization, 1536-well format | Protein-arginine deiminase type-4 (Homo sapiens), Q9UM07 | recombinant PAD4, RCA probe fluorescence polarization | inhibition, % at 6.36 µM | 0.41% of 330,000 active | AID 485272, 2010;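 active = percent inhibition above a cutoff equal to the mean of all tested compounds plus 3 SD, cut at about 15% in these data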;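 also: 0% = PAD4 with RCA probe and DMSO and 100% = probe without PAD4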
PME-1 primary = PME-1 inhibitors via competitive probe labeling, primary screen, biochemical, fluorescence polarization, FP-Rh probe, HTS. Protein phosphatase methylesterase 1 (Homo sapiens), Q9Y570. recombinant PME-1. inhibition, % at 5.9 µM. 0.53% of 320,000 active. AID 2130, 2009;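 active = inhibition above the campaign mean of all compounds plus 3 SD, cut at about 26% in these data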;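 also: competitive labeling of PME-1 active site by serine hydrolase directed probe; 0% = PME-1 with DMSO and 100% = wells lacking PME-1 enzyme; inhibitors block probe labeling so polarization falls and inhibition rises; many of its hits are not listed in these tables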
PAFAH1B2 FP inh = PAFAH1B2 enzyme inhibitors, primary screen, biochemical, fluorescence polarization, human; Platelet-activating factor acetylhydrolase IB subunit alpha2 (Homo sapiens), P68402; recombinant PAFAH1B2, FP-rhodamine activity probe; inhibition, % at 3.39 µM; 1.2% of 340,000 active;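 active = inhibition above the mean of all tested compounds plus 3 SD, cut at about 24% in these data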;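 also: 0% = enzyme with DMSO and 100% = wells lacking PAFAH1B2; many of its hits are not listed in these tables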
Target sequence (P68402 whole entry, looked up): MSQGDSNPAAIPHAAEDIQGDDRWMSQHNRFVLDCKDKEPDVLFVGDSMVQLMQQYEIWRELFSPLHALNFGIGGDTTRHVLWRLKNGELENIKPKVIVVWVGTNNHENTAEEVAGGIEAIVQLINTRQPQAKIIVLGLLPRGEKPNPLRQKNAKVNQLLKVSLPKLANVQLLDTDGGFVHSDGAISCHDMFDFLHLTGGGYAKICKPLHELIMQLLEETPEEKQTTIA
pPAFAH inh = pPAFAH enzyme inhibitors, primary screen, biochemical, fluorescence polarization, human; 1.5% of 330,000 active; inhibition, % at 3.39 µM; recombinant pPAFAH, FP-rhodamine probe fluorescence polarization;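 active = inhibition above the mean inhibition across the screen plus 3 SD, cut at about 25% in these data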;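 also: inhibitors block binding of the rhodamine activity-based probe so polarization drops; 0% = enzyme with DMSO and 100% = wells lacking pPAFAH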
Target sequence (Q13093 whole entry, looked up): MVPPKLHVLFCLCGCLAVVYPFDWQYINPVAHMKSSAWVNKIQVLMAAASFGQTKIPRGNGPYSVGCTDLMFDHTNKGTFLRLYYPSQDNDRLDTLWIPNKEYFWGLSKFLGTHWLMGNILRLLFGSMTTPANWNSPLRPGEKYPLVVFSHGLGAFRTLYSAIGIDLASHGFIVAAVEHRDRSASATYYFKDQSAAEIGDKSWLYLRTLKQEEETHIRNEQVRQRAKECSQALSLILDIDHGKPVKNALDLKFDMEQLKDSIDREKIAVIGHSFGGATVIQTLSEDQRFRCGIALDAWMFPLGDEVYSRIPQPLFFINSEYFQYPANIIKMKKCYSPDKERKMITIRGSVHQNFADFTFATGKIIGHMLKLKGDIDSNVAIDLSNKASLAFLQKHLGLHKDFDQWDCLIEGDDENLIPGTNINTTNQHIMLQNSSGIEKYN
Fam108B counter = mouse Fam108B serine hydrolase inhibitors, primary screen, counter-screen for RBBP9 inhibitor project, biochemical, fluorescence polarization. recombinant Fam108B, FP-Rh probe fluorescence polarization. inhibition, % at 9.51 µM. 0.33% of 300,000 active;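 active = inhibition above the screen mean inhibition plus 3 SD, computed separately per campaign, cut at about 18% in these data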;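 also: inhibitors lower polarization as less probe binds the enzyme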
PAFAH2 FP inh = PAFAH2 enzyme inhibitors, primary screen, biochemical, fluorescence polarization, human; recombinant PAFAH2, FP-rhodamine activity probe; inhibition, % at 3.39 µM; 0.99% of 340,000 active;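 active = inhibition above the mean over all tested compounds plus 3 SD, cut at about 30% in these data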;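 also: inhibitors block probe labeling of enzyme so polarization drops; 0% = enzyme with DMSO and 100% = wells lacking PAFAH2 protein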
LYPLA1 inh = LYPLA1 inhibitors, primary screen, counter-screen for PME1 inhibitor project, biochemical, fluorescence polarization, FP-Rh probe ABPP; Acyl-protein thioesterase 1 (Homo sapiens), O75608; recombinant LYPLA1; inhibition, % at 5.9 µM; 0.16% of 320,000 active; AID 2174, 2009;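 active = inhibition above the mean of all tested compounds plus 3 SD, set per campaign, cut at about 14% in these data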;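 also: inhibitors block serine hydrolase probe labeling of LYPLA1 so polarization falls; 0% = enzyme with DMSO and 100% = wells lacking LYPLA1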
* = called active by the depositor. This is a subset; rates above refer to the full screens.

What do the screens show for `Cc1ccc(C(C)NC(=O)COC(=O)C2=COCCO2)cc1C` (centres undefined)?
PAFAH1B3 FP inh: 0; PAD4 FP inh: 2; PME-1 primary: -1; PAFAH1B2 FP inh: 6; pPAFAH inh: 3; PAFAH2 FP inh: 11; LYPLA1 inh: -1

How did CN(C)CCN(C(=O)C1CCN(S(=O)(=O)c2cccs2)CC1)c1nc2ccccc2s1 do in these assays?
PAFAH1B3 FP inh: 1; GSTO1 counter: 17; PAD4 FP inh: 2; PME-1 primary: 5; PAFAH1B2 FP inh: -2; pPAFAH inh: 3; Fam108B counter: 5; PAFAH2 FP inh: 1; LYPLA1 inh: 1

Results for COc1cccc(NC(=O)N2C3CCCC2CC(NC(C)=O)C3)c1 (centres undefined) ?
PAFAH1B3 FP inh: 4; GSTO1 counter: 17; PAD4 FP inh: -6; PME-1 primary: 2; PAFAH1B2 FP inh: -6; pPAFAH inh: 2; Fam108B counter: 0; PAFAH2 FP inh: -5; LYPLA1 inh: 0

Results for COc1ccc([C@H]2[C@H](C(C)=O)N3N=Cc4ccccc4C3C23C(=O)OC(C)(C)OC3=O)cc1 (some centres undefined) ?
PAFAH1B3 FP inh: 2; GSTO1 counter: 2; PAD4 FP inh: 11; PME-1 primary: 0; PAFAH1B2 FP inh: 0; pPAFAH inh: 9; Fam108B counter: -3; PAFAH2 FP inh: -4; LYPLA1 inh: -1

What do the screens show for `O=C(Nc1ccc(-c2nc3ccccc3[nH]2)cc1)c1cccc(N2C(=O)CCC2=O)c1`?
PAFAH1B3 FP inh: 5; GSTO1 counter: -16; PAD4 FP inh: 3; PME-1 primary: 1; PAFAH1B2 FP inh: -1; pPAFAH inh: -2; Fam108B counter: -4; PAFAH2 FP inh: -6; LYPLA1 inh: 1

What do the screens show for `Cc1ccc(Cl)cc1N1CCN(S(=O)(=O)c2c(C)[nH]c(C)c2C(=O)N2CCCC2)CC1`?
PAFAH1B3 FP inh: -3; GSTO1 counter: 1; PAD4 FP inh: 1; PME-1 primary: 2; PAFAH1B2 FP inh: 3; pPAFAH inh: 7; Fam108B counter: 3; PAFAH2 FP inh: 2; LYPLA1 inh: 0

How did O=C(Cn1ncc2c(=O)oc3ccccc3c21)NC1CC1 do in these assays?
PAFAH1B3 FP inh: 4; GSTO1 counter: 3; PAD4 FP inh: 2; PME-1 primary: 6; PAFAH1B2 FP inh: -1; pPAFAH inh: -2; Fam108B counter: 7; PAFAH2 FP inh: 0; LYPLA1 inh: 1

What do the screens show for `CC1=NN(C(N)=S)C(=O)C1N=Nc1ccccc1O` (centres undefined)?
PAFAH1B3 FP inh: 17; GSTO1 counter: -2; PAD4 FP inh: -6; PME-1 primary: -1; PAFAH1B2 FP inh: 5; pPAFAH inh: 2; Fam108B counter: 0; PAFAH2 FP inh: -10; LYPLA1 inh: -1

What do the screens show for `Cc1cc(S(=O)(=O)Nc2ccc(N3CCOCC3)cc2)ccc1Br`?
PAFAH1B3 FP inh: -3; GSTO1 counter: 9; PAD4 FP inh: 2; PME-1 primary: 9; PAFAH1B2 FP inh: 2; pPAFAH inh: 2; Fam108B counter: -2; PAFAH2 FP inh: -4; LYPLA1 inh: 0

What do the screens show for `COc1ccc(-c2nc(N)c(C#N)c(-c3cccnc3)c2C)cc1`?
PAFAH1B3 FP inh: 5; GSTO1 counter: -4; PAD4 FP inh: -1; PME-1 primary: 4; PAFAH1B2 FP inh: 5; pPAFAH inh: 3; Fam108B counter: -3; PAFAH2 FP inh: -1; LYPLA1 inh: 1

Results for COc1ccc(N2CC(C(=O)Nc3ccccc3C(=O)NC3CC3)CC2=O)cc1 (centres undefined) ?
PAFAH1B3 FP inh: 2; GSTO1 counter: 0; PAD4 FP inh: 2; PME-1 primary: 3; PAFAH1B2 FP inh: 7; pPAFAH inh: -2; Fam108B counter: -3; PAFAH2 FP inh: -4; LYPLA1 inh: 4

How did CCOc1ccc(C(C)NC(=O)Cc2ccccc2)cc1OCC (centres undefined) do in these assays?
PAFAH1B3 FP inh: 5; GSTO1 counter: 12; PAD4 FP inh: -2; PME-1 primary: -1; PAFAH1B2 FP inh: 2; pPAFAH inh: 4; Fam108B counter: -1; PAFAH2 FP inh: -1; LYPLA1 inh: 0

What do the screens show for `Cc1c(C(=O)O)c(=O)n(-c2ccccc2)n1-c1ccccc1`?
PAFAH1B3 FP inh: 3; GSTO1 counter: 6; PAD4 FP inh: -5; PME-1 primary: 8; PAFAH1B2 FP inh: 4; pPAFAH inh: 5; Fam108B counter: 5; PAFAH2 FP inh: -2; LYPLA1 inh: 3

Results for CCCN1C(=O)c2ccc(C(=O)NC3=NCCS3)cc2C1=O ?
PAFAH1B3 FP inh: -4; GSTO1 counter: -9; PAD4 FP inh: 3; PME-1 primary: -1; PAFAH1B2 FP inh: 2; pPAFAH inh: -1; Fam108B counter: -4; PAFAH2 FP inh: -1; LYPLA1 inh: 1

Results for COc1ccc(-c2c(-c3ccc(OCC(=O)NN)cc3O)n[nH]c2C)cc1OC ?
PAFAH1B3 FP inh: 22; GSTO1 counter: 8; PAD4 FP inh: -6; PME-1 primary: -2; PAFAH1B2 FP inh: 13; pPAFAH inh: 10; Fam108B counter: -1; PAFAH2 FP inh: 20; LYPLA1 inh: -1

How did CC(C)OP(=O)(OC(C)C)C1(O)C(=O)Nc2ccc(Br)cc21 (centres undefined) do in these assays?
PAFAH1B3 FP inh: 0; GSTO1 counter: 13; PAD4 FP inh: -1; PME-1 primary: 2; PAFAH1B2 FP inh: 3; pPAFAH inh: -1; Fam108B counter: 5; PAFAH2 FP inh: 3; LYPLA1 inh: -1

How did O=C(O)C1CC=CCC1C(=O)Nc1ccc(F)c(F)c1 (centres undefined) do in these assays?
PAFAH1B3 FP inh: 7; GSTO1 counter: 4; PAD4 FP inh: -4; PME-1 primary: 2; PAFAH1B2 FP inh: 3; pPAFAH inh: 6; Fam108B counter: -3; PAFAH2 FP inh: 9; LYPLA1 inh: -2

How did C#CC(CC)(CC)NC(=S)Nc1ccc(S(N)(=O)=O)cc1 do in these assays?
PAFAH1B3 FP inh: 6; GSTO1 counter: -1; PAD4 FP inh: -5; PME-1 primary: -1; PAFAH1B2 FP inh: 9; pPAFAH inh: 1; Fam108B counter: 1; PAFAH2 FP inh: -7; LYPLA1 inh: 2

How did CCCCCCn1c(SCCCC)nc2c1c(=O)[nH]c(=O)n2C do in these assays?
PAFAH1B3 FP inh: 5; GSTO1 counter: 6; PAD4 FP inh: -8; PME-1 primary: 4; PAFAH1B2 FP inh: -1; pPAFAH inh: 8; Fam108B counter: 1; PAFAH2 FP inh: -4; LYPLA1 inh: 3

Results for COC(=O)c1cc(CNC(=O)Cc2ccsc2)ccc1OC ?
PAFAH1B3 FP inh: 7; GSTO1 counter: 2; PAD4 FP inh: -3; PME-1 primary: 3; PAFAH1B2 FP inh: 4; pPAFAH inh: 13; Fam108B counter: -4; PAFAH2 FP inh: -5; LYPLA1 inh: 0

Results for Cc1cc(C(=O)CCl)c(C)n1-c1cccc(S(=O)(=O)N2CCOCC2)c1 ?
GSTO1 counter: 94*; PAD4 FP inh: 1; PME-1 primary: -3; pPAFAH inh: -1; Fam108B counter: 4; LYPLA1 inh: -2

Results for CCc1ccccc1NC(=O)c1ccc2c(c1)CCN2S(C)(=O)=O ?
PAFAH1B3 FP inh: 9; GSTO1 counter: -6; PAD4 FP inh: 4; PME-1 primary: 2; PAFAH1B2 FP inh: 8; pPAFAH inh: 6; Fam108B counter: -3; PAFAH2 FP inh: 3; LYPLA1 inh: -3

Results for CCOc1cc(C2NC(=O)NC(c3ccccc3)=C2C(=O)c2ccccc2)c(Br)cc1OCC(=O)O (centres undefined) ?
PAFAH1B3 FP inh: 6; GSTO1 counter: 8; PAD4 FP inh: -2; PME-1 primary: -5; PAFAH1B2 FP inh: 8; pPAFAH inh: -11; Fam108B counter: -2; PAFAH2 FP inh: -1; LYPLA1 inh: -4

How did CN(CCC#N)S(=O)(=O)c1cc2c3c(c1)CCN3C(=O)CC2 do in these assays?
PAFAH1B3 FP inh: 5; GSTO1 counter: 4; PAD4 FP inh: 1; PME-1 primary: 6; PAFAH1B2 FP inh: 2; pPAFAH inh: 3; Fam108B counter: -1; PAFAH2 FP inh: -3; LYPLA1 inh: -1

How did CCCNC(=O)c1ccc(N2CCC3(CC2)CC(c2ccccc2)=NO3)c([N+](=O)[O-])c1 do in these assays?
PAFAH1B3 FP inh: 4; GSTO1 counter: 1; PAD4 FP inh: 5; PME-1 primary: 5; PAFAH1B2 FP inh: 3; pPAFAH inh: 5; Fam108B counter: 0; PAFAH2 FP inh: 8; LYPLA1 inh: 1

How did COc1ccc2oc(C(=O)OCC(=O)NC(=O)c3ccccc3)c(C)c2c1 do in these assays?
PAFAH1B3 FP inh: -3; GSTO1 counter: 4; PAD4 FP inh: 5; PME-1 primary: 4; PAFAH1B2 FP inh: 4; pPAFAH inh: 6; Fam108B counter: 0; PAFAH2 FP inh: 0; LYPLA1 inh: -5

Results for FC(F)(F)c1ccnc(NCc2ccc(Cl)cc2)n1 ?
PAFAH1B3 FP inh: 6; GSTO1 counter: 1; PAD4 FP inh: 3; PME-1 primary: -1; PAFAH1B2 FP inh: 5; pPAFAH inh: 7; Fam108B counter: 4; PAFAH2 FP inh: 1; LYPLA1 inh: -4

How did Cc1onc(-c2ccccc2Cl)c1C(=O)NCc1ccc(S(N)(=O)=O)cc1 do in these assays?
PAFAH1B3 FP inh: 2; GSTO1 counter: -5; PAD4 FP inh: -4; PME-1 primary: 3; PAFAH1B2 FP inh: 3; pPAFAH inh: 2; Fam108B counter: 4; PAFAH2 FP inh: -9; LYPLA1 inh: 0

How did Cc1c(NN=C(C#N)C#N)c(=O)n(-c2ccccc2)n1C do in these assays?
PAFAH1B3 FP inh: 10; GSTO1 counter: 5; PAD4 FP inh: -5; PME-1 primary: 1; PAFAH1B2 FP inh: 4; pPAFAH inh: 4; Fam108B counter: -3; PAFAH2 FP inh: 14; LYPLA1 inh: -1

Results for CCOc1cc(Br)ccc1S(=O)(=O)N1CCC(C(N)=O)CC1 ?
PAFAH1B3 FP inh: 4; GSTO1 counter: 6; PAD4 FP inh: 4; PME-1 primary: -4; PAFAH1B2 FP inh: -1; pPAFAH inh: -3; Fam108B counter: -4; PAFAH2 FP inh: -5; LYPLA1 inh: 3

How did COC(=O)CCNC(=O)CCc1ccc(S(=O)(=O)N2CCCCCC2)cc1 do in these assays?
PAFAH1B3 FP inh: 4; PAD4 FP inh: -2; PME-1 primary: 4; PAFAH1B2 FP inh: 5; pPAFAH inh: 5; PAFAH2 FP inh: 2; LYPLA1 inh: -5

Results for COc1ccc(NC(=O)CN2C(=O)/C(=C3\SC(=S)N(CCC(=O)O)C3=O)c3ccccc32)cc1 ?
PAFAH1B3 FP inh: 0; GSTO1 counter: 2; PAD4 FP inh: -4; PME-1 primary: -4; PAFAH1B2 FP inh: 5; pPAFAH inh: 3; Fam108B counter: 7; PAFAH2 FP inh: -6; LYPLA1 inh: -8
